GLA spleen mod: qHTS Assay for Inhibitors and Activators of Human alpha-Galactosidase From Spleen Homogenate; Alpha-galactosidase A (Homo sapiens), P06280; human spleen homogenate, 4MU-alpha-Gal fluorescence, 40 min; Potency, µM (titrated, usually from 80 µM), inactives show at the highest dose activity change, negative = inhibition, hits mostly inhibitors; 240,000 tested, 0.008% active; AID 2107, 2009;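 further: 0% = enzyme with vehicle and -100% = no enzyme basal signal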
Target sequence (P06280 32-429 limits assumed): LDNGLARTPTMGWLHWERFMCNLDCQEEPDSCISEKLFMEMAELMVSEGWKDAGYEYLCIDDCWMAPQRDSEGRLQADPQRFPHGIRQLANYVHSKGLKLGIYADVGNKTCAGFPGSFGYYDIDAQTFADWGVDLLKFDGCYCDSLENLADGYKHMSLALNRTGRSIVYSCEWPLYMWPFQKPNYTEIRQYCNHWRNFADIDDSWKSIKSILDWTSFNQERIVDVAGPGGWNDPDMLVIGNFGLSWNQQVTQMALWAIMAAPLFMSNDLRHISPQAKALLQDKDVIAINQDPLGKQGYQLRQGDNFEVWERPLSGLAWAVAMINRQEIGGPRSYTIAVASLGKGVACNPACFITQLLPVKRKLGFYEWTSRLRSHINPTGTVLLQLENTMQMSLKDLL
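Inhibition or activation of alpha-galactosidase in human spleen homogenate is scored by 4-MU fluorescence after 40 min at 37C, pH 5.0, with 1 mM substrate. AC50s come from concentration-response fitted to the Hill equation.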
Tau fluor counter: Counterscreen qHTS for Inhibitors of Tau Fibril Formation, Fluorescence Polarization; Potency, µM (series often up to 57.7 µM), without a hit: top-dose activity change, negative = decrease; 280,000 tested, 0.93% active; tau K18 P301L Alexa594 fluorescence, heparin fibrillization; further: on the % scale 0 is the no-effect control and ±100 the full control effect; nearly all actives have a fitted effect of over 55% in size
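Human tau K18 P301L (15 uM unlabeled, 0.24 uM Alexa 594-labeled) in 100 mM sodium acetate pH 7 with 20 uM heparin, 6 hr at 37 C. ThT 30 uM added, 1 hr ambient; Alexa 594 FP and total fluorescence read at 555/632 nm.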
Tau fibril FP: qHTS for Inhibitors of Tau Fibril Formation, Fluorescence Polarization; Microtubule-associated protein tau (Homo sapiens), P10636; K18 P301L tau heparin fibrillization, Alexa594 FP, 6 h; Potency, µM (doses to about 57.7 µM), inactives show top-dose activity, negative = inhibition, hits mostly inhibitors; 280,000 tested, 0.39% active; AID 1468, 2008; further: on the % scale 0 is the no-effect control and ±100 the full control effect; nearly all actives have a fitted effect of over 55% in size
Target sequence (P10636 561-689 P618L limits assumed): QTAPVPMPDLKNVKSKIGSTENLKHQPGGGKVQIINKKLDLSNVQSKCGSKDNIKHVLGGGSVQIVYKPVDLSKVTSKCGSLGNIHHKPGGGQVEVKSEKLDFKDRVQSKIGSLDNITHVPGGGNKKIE
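Quantitative HTS format: compounds meet 15 uM recombinant K18 P301L tau and Alexa 594-tau tracer in 100 mM sodium acetate pH 7; 20 uM heparin triggers fibrillization at 37 C over 6 hr; FP gives the signal.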
GAA glycogen: qHTS Assay for Inhibitors and Activators of Human alpha-Glucosidase Cleavage of Glycogen | Lysosomal alpha-glucosidase (Homo sapiens), P10253 | AID 2100, 2009 | Potency, µM (top dose mostly 76.4 µM), inactives show at the highest dose activity change, negative = inhibition, actives largely listed as inhibitors | recombinant GAA, glycogen substrate, Amplex Red glucose oxidase fluorescence | 300,000 tested, 0.38% active;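 further: 0% = full enzyme reaction and -100% = no-enzyme basal signal; the screen sought inhibitors and activators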
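Recombinant human alpha-glucosidase (4 nM final) hydrolysed bovine liver glycogen (30 ug) for 40 min at 37 C in pH 5.0 citrate/phosphate with 0.01% Tween-20. Released glucose detected by glucose oxidase/Amplex Red, Ex 573/Em 610 nm. Compounds up to 77 uM; AC50 from Hill fits.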
GAA inh: qHTS Assay for Inhibitors of Human alpha-Glucosidase as a Potential Chaperone Treatment of Pompe Disease; Lysosomal alpha-glucosidase (Homo sapiens), P10253; purified human GAA, 4-MU-alpha-glucoside fluorescence; Potency, µM (titrated, usually from 76.9 µM), for the others: at the highest dose activity change, negative = inhibition, hits mostly inhibitors; 200,000 tested, 0.005% active;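 further: plate controls were uninhibited enzyme wells for no effect and no-enzyme background for full effect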
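Fluorescence at Ex 365/Em 440 nm from 4-methylumbelliferone reported enzyme activity after 20 min at room temperature. Reactions used 4 nM enzyme and 400 uM substrate at pH 5.0; curves fitted with the Hill equation.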
HTT cytoprotect: qHTS Multiplex Assay to Identify Dual Action Probes in a Cell Model of Huntington: Cytoprotection (ATP); PC12 HTT-Q103 induced, cytoprotection, ATP luminescence, 40 h; Potency, µM (highest dose often 56.4 µM), without a hit: cytoprotection (ATP increase), most hits filed as activators; 230,000 tested, 0.14% active;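 further: % of control where 0% means no effect; nearly all actives have a fitted effect of over 45% in size; toxic huntingtin expression switched on by the ecdysone agonist tebufenozide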
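PC12 cells stably carrying ecdysone-inducible Htt exon 1 (Q103)–GFP were induced with 100 nM tebufenozide (final) alongside library compounds in a dose series. Cytoprotection was scored as retained ATP by ATPlite luminescence.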
aGlu spleen mod: qHTS Assay for Inhibitors and Activators of Human alpha-Glucosidase From Spleen Homogenate; Potency, µM (titrated, usually from 79.9 µM), without a hit: at the top dose activity change, negative = inhibition, usual class: inhibitors; 240,000 tested, 0.006% active; Lysosomal alpha-glucosidase (Homo sapiens), P10253; human spleen homogenate, 4-MU-alpha-glucoside fluorescence;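 further: 0% = enzyme with vehicle and -100% = no enzyme basal signal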
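Compounds were titrated against alpha-glucosidase in spleen homogenate at pH 5.0, with 1 mM 4-methylumbelliferyl substrate for 40 min at 37 C. Reactions were quenched with pH 10 NaOH/glycine and fluorescence measured.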
Tau fibril ThT: qHTS for Inhibitors of Tau Fibril Formation, Thioflavin T Binding; recombinant tau K18 P301L (four-repeat tau fragment), heparin-induced fibrillization, ThT fluorescence; Potency, µM (series often up to 57.4 µM), for inactives: top-dose activity, negative = inhibition, most hits filed as inhibitors; 270,000 tested, 2.1% active; further: on the % scale 0 is the no-effect control and ±100 the full control effect; nearly all actives have a fitted effect of over 55% in size
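Heparin-induced (20 uM) aggregation of recombinant human K18 P301L tau, 15 uM unlabeled with 0.24 uM labeled, pH 7 acetate buffer, 6 hr at 37 C with compound. Fibrils quantified by 30 uM ThT fluorescence after 1 hr ambient incubation.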
* marks the source's active call; other numbers are inactive results; ? = inconclusive; . = not tested or not shown; & = joins results of further samples; [ ] = dose if it differs, or a comment. The call rests on the fitted dose curve; in most records, active means well fitted curve in the direction sought with a large enough effect; inconclusive means small, poorly fitted or top-dose-only effect, or another doubt; inactive means no such curve, though single readings can be large; an effect the other way counts as inactive or inconclusive. Potency means the concentration at half of the fitted maximal effect.

#1 CCOc1ccccc1NC(=O)Cn1nnc(C(=O)NCc2cccs2)c1N
#2 Cc1nc2c(=O)n(C)c(=O)[nH]c2n1Cc1ccccc1
#3 COc1ccc(-c2cc(C(=O)OC3CCOC3=O)c3ccccc3n2)cc1 (configuration not stated)
#4 COc1ccc2c(c1)C(=O)CC(c1ccccc1F)O2 (configuration not stated)
#5 COc1ccc(NS(=O)(=O)c2ccc(O)c(C(=O)OCC(=O)N3CC(C)OC(C)C3)c2)cc1 (configuration not stated)
#6 CCOC(=O)C1=C(CN2CCN(c3ccccc3F)CC2)NC(=O)NC1c1ccc(OC)cc1 (configuration not stated)
#7 NC(=S)NCCC[C@H](N)C(=O)O
#8 c1ccc(-c2ccccc2OCCCN2CCOCC2)cc1
#9 COC(=O)c1sc(N)c(C(=O)OC)c1COC(=O)CNS(=O)(=O)c1ccc(C)cc1
#10 Cc1onc(-c2ccccc2)c1-c1n[nH]c(=S)n1-c1ccccc1Cl

entry no. | 1 | 2 | 3 | 4 | 5 | 6 | 7 | 8 | 9 | 10
GLA spleen mod | . | -2% | 6% | 10% | -6% | . | 2% | 7% | 10% | 2%
Tau fluor counter | -15% | -1% | ? | -26% | -3% | -16% | -3% | 6% | -19% | -1%
Tau fibril FP | -11% | 9% | ? | 7% | 2% | 2% | -14% | 7% | 4% | -3%
GAA glycogen | -9%&-1%[76.3 µM] | -6% | -6% | 2% | -2% | 5%[76.3 µM] | . | 0% | 0% | -12%
GAA inh | . | 2% | -5% | ? | -17% | . | . | 12% | -7% | 11%
HTT cytoprotect | . | 2% | -53%[inhibitor] | -15% | -13%[0.074 µM] | . | -14% | -4%[10 µM] | 22%[10 µM] | 3%
aGlu spleen mod | . | -8% | 8% | 9% | -2% | . | 4% | -1% | -19% | -10%
Tau fibril ThT | -7% | -10% | -12% | ? | 4% | -18% | -9% | 7% | -8% | -4%

#11 COc1ccc(/C=N/n2cncn2)cc1Cn1cc([N+](=O)[O-])cn1
#12 CCOC(=O)c1c(NC(=O)COc2ccc(C)cc2C(C)(C)C)sc2c1CCC(C)C2 (configuration not stated)
#13 COc1ccc(C2OC(=O)CC2C(=O)NC(C)C)cc1 (configuration not stated)
#14 CC(=O)N1CC2(NC(=O)c3ccccc3N2)c2ccccc21 (configuration not stated)
#15 Cc1cc(C)c(NC(=O)COC(=O)/C=C/c2cccc(C(F)(F)F)c2)c(C)c1
#16 N/C(=N/O)C(c1ccccc1)c1ccccc1
#17 Cc1nn(C)c(Cl)c1C(=O)NCC(=O)Nc1ccc(C(C)C)cc1
#18 Cc1cc2ccccc2n1CCNC(=O)c1cc(C(F)(F)F)cc(C(F)(F)F)c1
#19 CCOC(=O)c1c(NC(=S)N2CCOCC2)sc2c1CCN(C(=O)OCC)C2
#20 COc1ccc2c(c1)-c1nc(NC(=O)c3cccs3)sc1CC2

entry no. | 11 | 12 | 13 | 14 | 15 | 16 | 17 | 18 | 19 | 20
GLA spleen mod | 7% | . | 5% | 24% | 9% | 0% | 6% | . | 0% | -8%
Tau fluor counter | 13% | -2% | -21% | 3% | -4% | 3% | -7% | -3% | -11% | ?
Tau fibril FP | 9% | -5% | 6% | -6% | 7% | -7% | -11% | -7% | -2% | -5%
GAA glycogen | 4% | 2%[76.3 µM] | 18% | -2% | -5% | -3% | 7% | -13%[76.3 µM] | -17% | -5%
GAA inh | -2%[15.4 µM] | . | -10% | . | -2% | 1% | -4% | . | . | ?
HTT cytoprotect | 13%[10 µM] | . | -31% | -3%[10 µM] | -65%[inhibitor][10 µM] | -1%[0.074 µM] | -12% | . | -2%[10 µM] | -82%[inhibitor]
aGlu spleen mod | 4% | . | -1% | 8% | 4% | -8% | -4% | . | -17% | 3%
Tau fibril ThT | 0% | 0% | ? | 0% | -7% | 2% | -12% | 1% | ? | ?

#21 COc1ccc(N2CCN(C(C)C(=O)N3CCCC3)CC2)cc1 (configuration not stated)
#22 Cc1cccc2sc(NNC(=O)c3cc(-c4cccs4)nc4ccccc34)nc12
#23 CCCCCn1nc(C)c(/C=N/NC(=O)c2ccoc2C)c1C
#24 COc1ccc(OC)c(NC(=O)CCc2c(C)nc3c(-c4ccccc4)c(C)nn3c2C)c1
#25 CC(C)N(CCNC(=O)C1CCC(=O)N1Cc1ccc(F)cc1)Cc1ccccc1 (configuration not stated)
#26 COc1cc(-c2n[nH]c(=S)n2-c2cc(C(F)(F)F)ccc2Cl)cc(OC)c1OC
#27 CC1=CC(=C(C#N)c2nc3ccccc3s2)C=C(C)N1CC1CCCO1 (configuration not stated)
#28 CC(C)OCCCNC(=O)CCCn1c(SCC(N)=O)nc2c(sc3ccccc32)c1=O
#29 Cc1c(NC(=O)CSc2nnc(-c3cccc(Cl)c3)o2)c(=O)n(-c2ccccc2)n1C
#30 COC(=O)c1ccccc1COn1c(=O)c[n+]([O-])c2ccccc21

entry no. | 21 | 22 | 23 | 24 | 25 | 26 | 27 | 28 | 29 | 30
GLA spleen mod | -4% | 8% | 2% | . | 0% | -10% | -2% | . | 15% | -5%
Tau fluor counter | -7% | ? | -6% | ? | -10% | -4% | 7.9µM*[quencher] | -12% | -4% | 0%
Tau fibril FP | -8% | ? | 7% | 11% | -9% | 5% | ? | 4% | -3% | 4%
GAA glycogen | -13% | -11% | 2% | -16%[76.3 µM] | 3% | -8% | -2% | 13%[76.3 µM] | 2% | -5%
GAA inh | 10% | -2% | -3% | . | -3% | -6% | 0% | . | ? | -3%
HTT cytoprotect | 12%[10 µM] | . | -26%[10 µM] | . | 0% | 38%[10 µM] | -42%[inhibitor] | . | -12%[10 µM] | -11%[0.074 µM]
aGlu spleen mod | -1% | 0% | -5% | . | 5% | -22% | -5% | . | 2% | -11%
Tau fibril ThT | -5% | ? | -7% | ? | -12% | -6% | ? | -5% | -5% | -8%

#31 Cc1nn(-c2ncc(C(F)(F)F)cc2Cl)c(=O)n1-c1ccccc1Cl
#32 Cc1oc(-c2ccccc2)nc1Cn1cccc1C1=NC(c2ccccc2)CO1 (configuration not stated)
#33 Cc1ccc2c(n1)sc1c(N)ncnc12
#34 COc1ccc(NC(=O)c2ccc(-c3ccc(-c4noc(C)n4)cc3C)cc2)cc1N1CCN(C)CC1
#35 COc1cc(CNCC(C)C)cc(Br)c1OCC(=O)Nc1ccccc1
#36 COc1ccc(OCC(N)=O)cc1
#37 Cc1ccc(NC(=O)Cn2c(=O)n(Cc3ccc(C(=O)NCc4ccc5c(c4)OCO5)cc3)c(=O)c3ccccc32)cc1
#38 Clc1ccc2nc(N3CCN(c4ccccc4)CC3)sc2c1
#39 Oc1ccc(N2CCN(C(c3cccnc3)c3nnnn3Cc3ccccc3)CC2)cc1 (configuration not stated)
#40 CCOC(=O)c1nnn(-c2nonc2N)c1CN(C)C1CCCCC1
#41 Cc1ccc(N2C(=O)CC(Sc3ccccc3C(=O)O)C2=O)c([N+](=O)[O-])c1 (configuration not stated)
#42 CN(CC(=O)NCc1ccc(Cl)cc1)S(=O)(=O)c1ccc2[nH]c3c(c2c1)CCCC3
#43 O=C(Nc1ccccc1F)Oc1cccc(OC(=O)Nc2ccccc2F)c1

entry no. | 31 | 32 | 33 | 34 | 35 | 36 | 37 | 38 | 39 | 40 | 41 | 42 | 43
GLA spleen mod | 5% | 3% | 14% | 9%&11% | -22% | 2% | . | -17% | 6% | 5% | -3% | . | -12%
Tau fluor counter | -2% | -9% | 2% | ? | -10% | 3% | -18% | -12% | -6% | -14% | -23% | ? | -5%
Tau fibril FP | 3% | -4% | ? | 15%&14% | -4% | 1% | 32µM* | -2% | 0% | -5% | -2% | 14% | 6%
GAA glycogen | 7% | -22% | -2% | . | -2% | -8% | 11%[76.3 µM] | 0% | 16µM* | -2% | ? | -13%[76.3 µM] | 1%
GAA inh | 2% | -10% | 5% | . | -11% | -3% | . | 1% | 1% | -10% | . | . | .
HTT cytoprotect | 12% | -29% | 24%[0.074 µM] | -76%[inhibitor] | 15%[1.9 µM] | 2% | . | 6%[10 µM] | -13%[10 µM] | 12% | 2%[10 µM] | . | -3%[10 µM]
aGlu spleen mod | 9% | -5% | 6% | -6%&-9% | 9% | -6% | . | -26% | 3% | 1% | 3% | . | -3%
Tau fibril ThT | -7% | -10% | -7% | ? | -9% | -1% | 2% | ? | -11% | 0% | ? | 7% | -7%

Record cards, from the list above. Order of screens: GLA spleen mod | Tau fluor counter | Tau fibril FP | GAA glycogen | GAA inh | HTT cytoprotect | aGlu spleen mod | Tau fibril ThT
`Cc1ccc2c(n1)sc1c(N)ncnc12` across the screens: 14% | 2% | ? | -2% | 5% | 24%[0.074 µM] | 6% | -7%
`Oc1ccc(N2CCN(C(c3cccnc3)c3nnnn3Cc3ccccc3)CC2)cc1` (configuration not stated) across the screens: 6% | -6% | 0% | 16µM* | 1% | -13%[10 µM] | 3% | -11%
`O=C(Nc1ccccc1F)Oc1cccc(OC(=O)Nc2ccccc2F)c1` across the screens: -12% | -5% | 6% | 1% | . | -3%[10 µM] | -3% | -7%
`Cc1ccc(NC(=O)Cn2c(=O)n(Cc3ccc(C(=O)NCc4ccc5c(c4)OCO5)cc3)c(=O)c3ccccc32)cc1` across the screens: . | -18% | 32µM* | 11%[76.3 µM] | . | . | . | 2%
